Pf apPOL block: Pf-apPOL DNA polymerase inhibition | Recombinant Pf-apPOL, molecular beacon fluorescence, 1.5 h | inhibition, % at 10 µM | 210,000 tested, 0.25% active
mHTT-CaM PPI inh: inhibitors of human mutant huntingtin-calmodulin interaction; AID 1671202; 190,000 tested, 3.6% active; inhibition, % at 15 µM; AlphaScreen His-mHTT/GST-CaM binding, luminescence;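 note: 0% = both proteins with DMSO and 100% = one protein alone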
Target sequence (P42858 whole entry, looked up, stated change not applied): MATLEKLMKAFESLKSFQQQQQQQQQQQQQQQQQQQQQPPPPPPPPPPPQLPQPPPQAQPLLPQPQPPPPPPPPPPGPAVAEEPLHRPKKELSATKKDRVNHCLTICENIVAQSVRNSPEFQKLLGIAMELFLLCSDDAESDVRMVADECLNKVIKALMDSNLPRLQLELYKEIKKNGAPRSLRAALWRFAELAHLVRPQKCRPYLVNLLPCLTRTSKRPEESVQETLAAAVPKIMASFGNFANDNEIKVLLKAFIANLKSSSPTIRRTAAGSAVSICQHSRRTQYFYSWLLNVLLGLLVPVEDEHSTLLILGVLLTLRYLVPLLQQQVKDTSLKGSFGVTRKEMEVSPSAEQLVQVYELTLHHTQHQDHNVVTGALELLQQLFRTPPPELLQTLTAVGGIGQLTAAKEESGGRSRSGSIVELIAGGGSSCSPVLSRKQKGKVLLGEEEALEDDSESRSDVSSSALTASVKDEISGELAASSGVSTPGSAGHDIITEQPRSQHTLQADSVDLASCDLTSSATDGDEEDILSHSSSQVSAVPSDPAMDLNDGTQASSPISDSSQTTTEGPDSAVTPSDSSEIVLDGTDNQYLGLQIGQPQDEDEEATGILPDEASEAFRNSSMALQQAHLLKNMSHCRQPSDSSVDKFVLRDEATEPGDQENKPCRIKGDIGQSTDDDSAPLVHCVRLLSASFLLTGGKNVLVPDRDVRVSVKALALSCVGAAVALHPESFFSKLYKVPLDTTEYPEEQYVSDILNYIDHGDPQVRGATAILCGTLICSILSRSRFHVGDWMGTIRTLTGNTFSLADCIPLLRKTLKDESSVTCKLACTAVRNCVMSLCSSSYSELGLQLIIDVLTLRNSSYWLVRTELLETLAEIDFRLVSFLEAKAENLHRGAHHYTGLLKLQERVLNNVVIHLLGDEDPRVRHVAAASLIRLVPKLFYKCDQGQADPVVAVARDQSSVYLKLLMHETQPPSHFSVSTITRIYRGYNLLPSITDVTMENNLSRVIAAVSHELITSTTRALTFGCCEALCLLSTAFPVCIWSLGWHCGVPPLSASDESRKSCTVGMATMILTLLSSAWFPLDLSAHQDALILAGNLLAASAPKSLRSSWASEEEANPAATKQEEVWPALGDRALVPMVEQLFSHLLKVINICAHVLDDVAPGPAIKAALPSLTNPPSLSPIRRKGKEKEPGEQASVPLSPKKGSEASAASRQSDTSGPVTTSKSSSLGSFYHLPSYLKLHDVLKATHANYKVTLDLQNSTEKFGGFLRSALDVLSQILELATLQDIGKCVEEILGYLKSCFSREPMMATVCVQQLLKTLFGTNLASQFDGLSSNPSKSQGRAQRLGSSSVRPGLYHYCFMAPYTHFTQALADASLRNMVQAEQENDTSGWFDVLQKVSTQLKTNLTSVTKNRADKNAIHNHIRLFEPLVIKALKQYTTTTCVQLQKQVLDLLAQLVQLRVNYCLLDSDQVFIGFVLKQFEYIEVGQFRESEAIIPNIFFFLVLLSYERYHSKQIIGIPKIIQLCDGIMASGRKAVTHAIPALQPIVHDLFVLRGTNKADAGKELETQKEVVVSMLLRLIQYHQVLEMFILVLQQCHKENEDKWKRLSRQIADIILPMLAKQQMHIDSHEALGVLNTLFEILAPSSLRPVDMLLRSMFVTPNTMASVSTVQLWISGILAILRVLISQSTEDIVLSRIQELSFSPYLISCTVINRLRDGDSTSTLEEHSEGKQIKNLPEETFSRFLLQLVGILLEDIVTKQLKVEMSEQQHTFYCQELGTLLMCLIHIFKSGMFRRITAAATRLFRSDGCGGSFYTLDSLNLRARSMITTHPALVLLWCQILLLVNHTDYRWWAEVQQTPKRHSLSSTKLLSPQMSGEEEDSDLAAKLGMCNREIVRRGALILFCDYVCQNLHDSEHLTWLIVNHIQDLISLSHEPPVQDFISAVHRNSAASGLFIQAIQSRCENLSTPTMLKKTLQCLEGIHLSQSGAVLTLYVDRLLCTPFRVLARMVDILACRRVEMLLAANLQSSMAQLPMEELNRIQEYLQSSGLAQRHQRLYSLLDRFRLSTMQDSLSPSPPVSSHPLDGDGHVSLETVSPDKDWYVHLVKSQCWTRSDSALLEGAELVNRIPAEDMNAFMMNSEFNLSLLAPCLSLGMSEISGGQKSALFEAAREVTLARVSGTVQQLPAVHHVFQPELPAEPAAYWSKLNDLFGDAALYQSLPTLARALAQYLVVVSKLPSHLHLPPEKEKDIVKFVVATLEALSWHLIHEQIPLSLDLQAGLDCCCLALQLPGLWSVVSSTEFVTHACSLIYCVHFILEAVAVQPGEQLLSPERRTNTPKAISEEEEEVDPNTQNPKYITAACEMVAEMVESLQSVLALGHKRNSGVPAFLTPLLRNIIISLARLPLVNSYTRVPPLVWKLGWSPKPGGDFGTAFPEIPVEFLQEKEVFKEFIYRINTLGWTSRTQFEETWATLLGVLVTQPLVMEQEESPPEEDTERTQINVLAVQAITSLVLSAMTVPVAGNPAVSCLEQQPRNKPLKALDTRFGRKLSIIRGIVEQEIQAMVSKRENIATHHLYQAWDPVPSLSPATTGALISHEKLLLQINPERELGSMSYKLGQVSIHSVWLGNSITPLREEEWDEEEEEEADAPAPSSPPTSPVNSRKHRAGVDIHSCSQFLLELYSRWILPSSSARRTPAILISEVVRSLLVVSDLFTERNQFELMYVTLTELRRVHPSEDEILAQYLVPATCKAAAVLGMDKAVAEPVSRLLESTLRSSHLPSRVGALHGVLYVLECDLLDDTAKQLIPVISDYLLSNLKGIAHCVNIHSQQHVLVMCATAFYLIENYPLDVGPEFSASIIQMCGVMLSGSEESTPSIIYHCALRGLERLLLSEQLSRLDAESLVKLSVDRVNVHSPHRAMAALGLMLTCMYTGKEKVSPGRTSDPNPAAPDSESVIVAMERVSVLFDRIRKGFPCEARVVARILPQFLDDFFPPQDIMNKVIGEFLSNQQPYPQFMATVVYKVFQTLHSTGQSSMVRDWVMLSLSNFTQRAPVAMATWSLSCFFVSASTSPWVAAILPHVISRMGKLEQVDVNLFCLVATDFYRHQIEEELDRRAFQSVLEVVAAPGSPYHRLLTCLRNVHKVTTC
* hit, by the source's call; i = inactive; nt = no result given; & = joins results of further samples. Cut-off read from the data, not from the text of the source: active = inhibition above about 50%; inactive = the rest. An unsorted share of the library. About 3.5% of those tested had a hit in this group.

Values run as follows: mHTT-CaM PPI inh, Pf apPOL block
> O=C(NC1CCCCCC1)c1cccnc1N1CCNC(c2ccccc2)C1 (stereo unspecified)
 : 1.4, -1.7
> Clc1ccc(NCn2nnc3ccccc32)nc1
 : -1.0, -1.9
> O=C(NCCc1ccccc1)c1ccc(N2CCC3(CC2)OCCO3)c([N+](=O)[O-])c1
 : 25.0, -0.9
> COc1ccc(C=C2Oc3c(ccc(O)c3CN3CCCCC3)C2=O)c(OC)c1OC
 : 17.4, -14.9
> Cc1cc(C)cc(NC2OC(=O)c3ccccc32)c1 (stereo unspecified)
 : 0.0, 0.4
> Cc1csc(=Nc2ccccc2)n1CC(=O)c1ccccc1
 : 37.0, -1.6
> Cc1ccc(S(=O)(=O)N2CCC(C(=O)Nc3ccc4c(c3)OCO4)CC2)cc1
 : -5.0, 3.4
> O=C(NC(=S)Nc1ccccc1)C12CCC3CC(CC(C3)C1)C2
 : -4.5, -0.9
> O=C(O)c1ccc(NS(=O)(=O)c2ccccc2I)cc1
 : nt, -1.0
> CCNC(=O)c1csc(COc2ccc(F)cc2)n1
 : -8.2, -5.3
> COc1ccc(CN2CCN(C(=O)c3ccc([N+](=O)[O-])cc3)CC2)cc1
 : -1.8, -6.7
> O=C(CCN1C(=O)c2cccc([N+](=O)[O-])c2C1=O)Nc1ccc(Cl)cc1
 : 6.0, -1.6
> COc1ccc(NS(=O)(=O)c2cccc(S(=O)(=O)c3ccc(Cl)cc3)c2)cc1
 : -8.7, 1.1
> CCOc1ccccc1C(=O)Nc1ccccc1C(C)C
 : -26.6, 11.6
> CC(C(=O)NCc1ccc(F)cc1Cl)N1C(=O)COc2ccc(Cl)cc21 (stereo unspecified)
 : -13.0, -14.5

Values run as follows: mHTT-CaM PPI inh, Pf apPOL block
> CC1CCCN(CC(O)COCC23CC4CC(CC(C4)C2)C3)C1 (stereo unspecified)
 : -0.3, -4.6
> Fc1ccc(NC(=S)N2CCN=C2Nc2ccc(F)cc2)cc1
 : nt, -15.2
> O=C1ON=C(c2ccccc2)/C1=C/c1ccc(C(=O)O)cc1
 : 2.0, 9.3
> COc1cccc(N2CCN(C(=O)C3CCCN(C(=O)c4cccc(Cl)c4)C3)CC2)c1 (stereo unspecified)
 : 40.6, -2.4
> O=C(NCC1CCN(C(=O)c2ccc3c(c2)OCO3)CC1)c1ccc2c(c1)OCO2
 : 0.8, -0.2
> CCOC(CNC(=O)c1ccc2c(c1)ncn2-c1ccccc1OC)OCC
 : -4.0, -6.9
> COc1ccccc1-c1nc(C2CCCN(C(=O)c3ccccc3)C2)no1 (stereo unspecified)
 : 20.0, -0.4
> CCN(CC)S(=O)(=O)c1ccc(OC)c(NC(=O)Cc2ccccc2[N+](=O)[O-])c1
 : 11.7, -5.0
> CCNC(=O)Nc1nc(-c2cc(C)ccc2C)cs1
 : -12.9, -3.2
> Cc1ccc(N2C=C(C(=O)N3CCCCC3)S(=O)(=O)c3ccccc32)cc1C
 : 58.4*, 0.1
> Cc1ccc(-c2csc(N=C(N)N)n2)c(C)c1
 : nt, -15.7
> C=CCNc1sc(N)c(C#N)c1C(=O)c1ccc(Br)s1
 : -5.6, nt
> O=C(C1CC1)N1CCc2cc(Br)cc(S(=O)(=O)NCCN3CCOCC3)c21
 : -4.0, -7.5
> O=C(Nc1ccc(F)cc1Cl)C1CCCN(C(=O)c2cccc(C(F)(F)F)c2)C1 (stereo unspecified)
 : 27.7, 7.2
> Cn1nc(-c2nc(-c3ccc(F)cc3)no2)c2c1CCN(C(=O)c1cccc(Cl)c1)C2
 : 9.0, -1.8

Part of the list above in order of count of non-hydrogen atoms, largest number first:
Values run as follows: mHTT-CaM PPI inh, Pf apPOL block
> COc1cccc(N2CCN(C(=O)C3CCCN(C(=O)c4cccc(Cl)c4)C3)CC2)c1 (stereo unspecified)
 : 40.6, -2.4
> COc1ccccc1-c1nc(C2CCCN(C(=O)c3ccccc3)C2)no1 (stereo unspecified)
 : 20.0, -0.4
> CC1CCCN(CC(O)COCC23CC4CC(CC(C4)C2)C3)C1 (stereo unspecified)
 : -0.3, -4.6

Following part.
Values run as follows: mHTT-CaM PPI inh, Pf apPOL block
> Cc1ccccc1C(=O)N1CCC(C(=O)N2CCN(c3ccccc3)CC2)CC1
 : 2.6, 1.9
> COc1cccc(/C=C2/N=C(c3ccc(C)c(C)c3)OC2=O)c1OC
 : -2.0, -82.9
> Cc1nnsc1C(=O)NC(C)C12CC3CC(CC(C3)C1)C2 (stereo unspecified)
 : -5.8, 1.9
> Cc1cccc2sc(=NC(=O)c3ccc(S(=O)(=O)N(CCC#N)CCC#N)cc3)n(C)c12
 : -2.0, -2.9
> O=C1C2C(C(=O)N1c1nccs1)C1C=CC2C12CC2 (stereo unspecified)
 : -1.1, -3.3
> COc1ccc2c(c1)CCC1C2CCC2(C)C(=O)C(=Cc3ccc(OC(F)F)cc3)CC12 (stereo unspecified)
 : -3.2, 4.5
> CC1C(=O)N(c2ccc(F)cc2)CCN1C(=O)C1CCC1 (stereo unspecified)
 : -5.7, -0.5
> Cc1cc(OC(=O)CC2CCCCC2)c([N+](=O)[O-])c(=O)[nH]1
 : 0.6, 1.0
> COc1cc(C(=O)NCCc2ccc(S(N)(=O)=O)cc2)c([N+](=O)[O-])cc1OC
 : 2.0, -2.8
> CCOc1ccc(N=C2NC(=O)C(CC(=O)Nc3ccccc3)S2)cc1 (stereo unspecified)
 : 10.0, -2.8
> COc1cccc(Nc2nc(-c3ccccc3Cl)nc3ccccc23)c1
 : -35.1, 11.1
> Cc1ccc(N(C)C(=O)c2ccc3c(c2)N(S(C)(=O)=O)CC3)cc1C
 : 5.0, 0.1
> O=C(Nc1ccccc1)c1ccccc1NC(=O)C1CCCCC1
 : -5.8, -1.3
> CCN1C(=O)Cc2cc(C(=O)NC3CCCCC3)ccc21
 : 2.6, 0.6
> CS(=O)(=O)N/N=C/c1cc(Cl)cc(Br)c1O
 : i, nt

Values run as follows: mHTT-CaM PPI inh, Pf apPOL block
> COC(=O)c1cc(Nc2ccc(F)cc2)c2ccccc2n1
 : -9.4, -1.4
> CC(C)(C)CC(=O)Nc1ccccc1[N+](=O)[O-]
 : 1.4, -2.4
> Cc1ccnc(N2CCCC(C(=O)NCc3ccc(C)o3)C2)n1 (stereo unspecified)
 : -5.9, -3.0
> CCCC(=O)Nc1ccc(Oc2ccc(F)c(C)c2)nc1
 : -13.9, -6.9
> COc1cccc(NC(=O)c2cncc(-c3ccc(F)cc3)c2)c1
 : 28.2, 1.8
> CC(C)n1c(=O)c(NCc2ccc(OC(F)(F)F)cc2)nc2ccncc21
 : 24.3, -5.3
> Cn1nc(-c2nc(-c3cccc(F)c3)no2)c2c1CCN(C(=O)C1CCCC1)C2
 : 19.0, -0.5
> C=C(C)CSc1nnc2n(Cc3ccccc3)c(=O)c3c4c(sc3n12)CCC4
 : -6.9, -0.9
> O=C1c2ccc(Oc3cccc([N+](=O)[O-])c3)cc2C(=O)N1c1nccs1
 : -1.0&-3.0, -2.4&-8.1
> Cc1ccc(-c2cc(C(=O)NCc3cccnc3)c3ccccc3n2)cc1C
 : 43.0, -6.5
> C=CCn1cc(I)c(=O)n(CC=C)c1=O
 : -2.0, 6.5
> CCOc1ncccc1C(=O)Nc1ccccc1OC
 : -11.0, -3.6
> CCc1ccc(N2CCN(C(=O)C3CCCC3)C(C)C2=O)cc1 (stereo unspecified)
 : 0.3, -8.2
> C=CCc1cccc2cc(C(=O)Nc3ccc(Cl)c(Cl)c3)c(=O)oc12
 : 17.0, 3.2
> Clc1ccc(-c2cn3c4ccccc4nc3n2CCN2CCOCC2)cc1
 : 21.6, -9.6

Values run as follows: mHTT-CaM PPI inh, Pf apPOL block
> COc1cc(NC(=O)NCCC2CCN(S(=O)(=O)c3ccccc3)CC2)cc(OC)c1
 : 29.2, 3.8
> Cc1ccc(NC(=O)C2CCn3c(nc4ccccc43)C2)cc1F (stereo unspecified)
 : 6.5, -6.0
> COc1ccccc1N1CCN(C(=O)C2CCCN(C(=O)c3ccc(F)c(F)c3)C2)CC1 (stereo unspecified)
 : 40.2, -14.8
> COc1ccc(NC(=O)CCC2CCN(c3cc(NC4CC4)ncn3)CC2)cc1OC
 : 13.6, -1.1
> O=C(NC(Nc1cc(C(F)(F)F)ccc1Cl)C(Cl)(Cl)Cl)c1cccnc1 (stereo unspecified)
 : 9.0, -0.7
> COCCc1noc(Cn2ccnc2)n1
 : -1.9, -2.0
> O=C1C=CC(=NOC(=O)/C=C/c2ccccc2)C=C1
 : 100.0*, 3.4
> O=C(CSC1=NC(c2ccccc2)CC(=O)N1)NCc1ccccc1 (stereo unspecified)
 : -2.4, -7.4
> COc1cc(N=C(C)C2=C(O)c3ccccc3C2=O)cc(OC)c1OC
 : 6.3, 2.0
> O=C(NCc1ccco1)N1CCCC1c1nc(-c2ccc(F)cc2F)no1 (stereo unspecified)
 : 28.1, -0.2
> O=C(Nc1cccc([N+](=O)[O-])c1)c1c(F)cccc1F
 : -1.4, -5.3
> COc1cccc(OC)c1OCC(O)CSc1ccccn1 (stereo unspecified)
 : -9.9, -5.7
> Cc1ccc2nc(-c3cccn3C)cc(C(=O)N3CCC(C(N)=O)CC3)c2c1
 : 6.6, -3.0
> COc1cccc(N2CCN(c3ncccn3)CC2)c1
 : 5.8, 2.4
> COc1ccc2c(c1)OC(O)(C(F)(F)F)CC2=O (stereo unspecified)
 : 6.0, -2.2

Values run as follows: mHTT-CaM PPI inh, Pf apPOL block
> O=c1ccn(Cc2ccccc2)c(=O)[nH]1
 : -0.3, -3.4
> COc1cccc(-c2noc(C3CCCN3C(=O)Nc3ccc(C)cc3Cl)n2)c1 (stereo unspecified)
 : -17.3, -2.3
> CCNC(=O)Nc1cccc(N2CCCN(Cc3ccc(C)cc3)C2=O)c1
 : 11.2, -0.7
> COc1nc(Oc2ccc(=O)[nH]n2)nc(N(C)C)n1
 : 0.0&0.9, -8.5&-4.6
> O=C(Cc1cccnc1)N1CCCn2nc(-c3ccc(F)cc3)cc2C1
 : -4.0, -14.4
> O=C(NCc1cccnc1-c1ccc(F)cc1)c1ccc(F)cc1
 : -11.8, -4.6
> CC(NC(=O)c1cn2c(n1)COCC2)c1ccc(F)cc1 (stereo unspecified)
 : -1.1, -1.5
> Cc1ccc(C)c(NC(=O)C2CCN(c3ncnc4c3nc3n4CCCCC3)CC2)c1
 : 5.4, -2.3
> O=C(c1cc2nc(-c3ccco3)cc(C(F)(F)Cl)n2n1)N1CCSCC1
 : 4.0, -6.2
> COc1ccc(CNCC2(O)CCOC(C)(C)C2)cc1 (stereo unspecified)
 : 4.0, -0.8
> CCc1ccccc1N1CCN(C(=O)NC(C)C)C(C)C1=O (stereo unspecified)
 : -1.4, -3.3
> CN(C)c1ccc(-n2cccc2/C=C2\SC(=Nc3ccc(F)cc3)NC2=O)cc1
 : 20.0, -2.7
> CCOC(=O)N1CCC(NC(=O)c2ccnc(N3CCNC(c4ccccc4)C3)c2)CC1 (stereo unspecified)
 : 4.1, 5.2
> O=C(O)CSCC(=O)Nc1cccnc1
 : nt, 4.8&-4.7
> CC(=O)N1CCc2cc(N3CC(C(=O)Nc4ccc(Cl)cc4)CC3=O)ccc21 (stereo unspecified)
 : -0.7, -2.1

Values run as follows: mHTT-CaM PPI inh, Pf apPOL block
> CCOC(=O)Cc1ccc(NC(=O)N2CCC(c3nc4cccnc4n3C)C2)cc1 (stereo unspecified)
 : 0.8, -4.7
> Cn1nccc1C(=O)NCC(=O)N1CCCc2ccccc21
 : -2.7, 2.8
> COc1ccc(NC(=O)C2CCN(c3cc(N4CCCCC4)ncn3)CC2)c(OC)c1
 : 22.3, -6.0
> COc1ccc2c(c1)OC(=Cc1ccccc1F)C2=O
 : 2.8, -4.0
> COc1cccc(C(=O)N2CCCN(c3ncccc3-c3nc(C(C)C)no3)CC2)c1
 : -2.0, -8.0
> Cc1ccc(CN2C(=O)NC3(CCN(C(=O)c4cc(F)ccc4F)CC3)C2=O)cc1
 : 12.0, -2.8
> CCCCS(=O)(=O)N[C@@H](Cc1ccc(OCCCCC2CCNCC2)cc1)C(=O)O
 : nt, 12.0
> CCOc1ccc(C2=CC(c3ccccc3OC(F)F)n3nnnc3N2)cc1Cl (stereo unspecified)
 : 5.0, 3.5
> FC(F)(F)Oc1ccccc1NC(=S)N1CCc2c([nH]c3ccccc23)C1C(F)(F)F (stereo unspecified)
 : nt, -8.3
> Cn1cnc(S(=O)(=O)NC2CCN(Cc3c(F)cccc3Cl)CC2)c1
 : nt, -7.6
> COCCNc1nc(C2CC2)nc2c1CCC2
 : -6.5, 5.1
> CCc1ccccc1NCN1C(=O)c2ccccc2C1=O
 : 21.0, 5.8
> COc1ccc(OCC2CN(C3CCCC3)S(=O)(=O)CCO2)cc1 (stereo unspecified)
 : -5.2, -6.4
> CC(C)NC(=O)COc1ccccc1Br
 : -17.6, -9.7
> CC(=O)N(Cc1cccs1)C1(C(=O)NC2CCCCC2)CCCCC1
 : 2.0, -1.4
> CCOC(=O)N1CCN(C(=O)N2CCOCC2)CC1
 : -7.0, nt
> Cc1ccc(C(=O)N2CCc3c(c(-c4nc(C5CC5)no4)nn3C)C2)cc1
 : 26.4, -3.1
> CCCCCCC(=O)N1C/C=C\C(c2ccc(OC)cc2)N(Cc2ccc(F)cc2)C(=O)[C@@H]1Cc1ccccc1 (stereo partly specified)
 : 5.9, -3.0

An excerpt of these results, in markdown.
| structure | mHTT-CaM PPI inh | Pf apPOL block |
| --- | --- | --- |
| Cn1nc(-c2nc(-c3cccc(F)c3)no2)c2c1CCN(C(=O)C1CCCC1)C2 | 19.0 | -0.5 |
| C=C(C)CSc1nnc2n(Cc3ccccc3)c(=O)c3c4c(sc3n12)CCC4 | -6.9 | -0.9 |
| O=C1c2ccc(Oc3cccc([N+](=O)[O-])c3)cc2C(=O)N1c1nccs1 | -1.0&-3.0 | -2.4&-8.1 |
| Cc1ccc(-c2cc(C(=O)NCc3cccnc3)c3ccccc3n2)cc1C | 43.0 | -6.5 |
| C=CCn1cc(I)c(=O)n(CC=C)c1=O | -2.0 | 6.5 |
| CCOc1ncccc1C(=O)Nc1ccccc1OC | -11.0 | -3.6 |
| CCc1ccc(N2CCN(C(=O)C3CCCC3)C(C)C2=O)cc1 (stereo unspecified) | 0.3 | -8.2 |

Assay outcomes from PubChem BioAssay.
